# PPARg SRC3 recr – PPARgamma agonists recruiting SRC-3 coactivator, primary screen, biochemical. biochemical PPARgamma/SRC-3 coactivator recruitment assay. Peroxisome proliferator-activated receptor gamma (Homo sapiens), P37231. AID 731, 2007. actives 0.26% (n = 200,000). activation, % at 8 µM; in the data active means activation above about 23%;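 further: 0% = DMSO and 100% = reference agonist; some compounds past the cut are filed as inactive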
# Target sequence (P37231 whole entry, looked up): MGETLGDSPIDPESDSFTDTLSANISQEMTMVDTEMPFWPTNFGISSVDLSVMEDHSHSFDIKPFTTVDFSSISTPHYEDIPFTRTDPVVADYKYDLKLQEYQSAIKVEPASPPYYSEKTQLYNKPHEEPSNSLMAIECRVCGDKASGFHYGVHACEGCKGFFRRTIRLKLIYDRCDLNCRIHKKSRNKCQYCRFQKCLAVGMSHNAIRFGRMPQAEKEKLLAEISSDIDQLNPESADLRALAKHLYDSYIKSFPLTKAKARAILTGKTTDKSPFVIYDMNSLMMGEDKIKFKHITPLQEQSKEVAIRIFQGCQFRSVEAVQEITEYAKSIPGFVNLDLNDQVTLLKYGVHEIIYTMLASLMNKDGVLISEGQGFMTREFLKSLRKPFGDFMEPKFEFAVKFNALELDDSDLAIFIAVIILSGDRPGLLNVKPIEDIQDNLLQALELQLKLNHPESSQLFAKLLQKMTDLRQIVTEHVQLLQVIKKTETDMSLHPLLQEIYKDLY
# S1P3 antagonist – S1P3 receptor antagonists, primary screen, cell-based | CHO S1P3 NFAT-BLA reporter, FRET fluorescence, antagonist mode | actives 0.27% (n = 170,000) | AID 485, 2006 | inhibition, % at 4.98 µM | Sphingosine 1-phosphate receptor 3 (Homo sapiens), Q99500;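 active means inhibition above the plate cutoff, the mean inhibition of test wells on that plate plus 3 SD, cut at about 28% in these data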;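 further: cells challenged with S1P at its EC80 of 0.8 µM; blue over green emission ratio from cleaved BLA substrate after 4 h stimulation; 0% = S1P-stimulated wells and 100% = unstimulated DMSO-only wells; some compounds past the cut are filed as inactive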
# bIAP inh – bovine intestinal alkaline phosphatase inhibitors, primary screen, selectivity assay for TNAP inhibitor project, biochemical, bovine IAP, CDP-star luminescence | alkaline phosphatase, intestinal [Bos taurus] | inhibition, % at 20 µM | purified bovine IAP, 30 min | 190,000 tested, under 10 active;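 active means over 50% inhibition of intestinal alkaline phosphatase at 20 µM in the single-dose screen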
#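 Incubation: 30 min reaction at room temperature / Material: purified bovine intestinal alkaline phosphatase (IAP) enzyme / Input: enzyme at 1/65,000,000 dilution / Dosing: 20 µM single dose / Signal: CDP-star luminescence signal / Reagent: CDP-star chemiluminescent phosphatase substrate, 30 µM final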
# L major viab – Leishmania major promastigote growth inhibition, primary screen; Leishmania major promastigotes, resazurin fluorescence viability; inhibition, % at 10 µM; actives 9% (n = 200,000); in the data active means inhibition above about 50%;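 further: promastigotes grown with compound for 44 hours at 28 °C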
# DTT redox prof – compounds producing H2O2 with reducing agent – biochemical, NIH compound library profiling, artefact control for MLSCN library redox annotation, primary screen; DTT-dependent redox cycling H2O2, phenol red/HRP absorbance; 100% = 100 µM peroxide control, 0% = buffer; activation, % at 10 µM; actives 0.03% (n = 200,000); AID 878, 2007;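 active means activation of at least 50% relative to the plate's high and low controls in the primary single-dose screen; inactive means activation below 50%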;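 further: compound incubated with DTT at 0.8 mM final as the reducing agent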
# SRC2 TRFRET art – TR-FRET signal artefacts, primary screen, artefact control for PPARgamma SRC-2 agonist project, biochemical; TR-FRET artefact counter-screen; active compounds read high; TR-FRET ratio at 8 µM; actives 0.4% (n = 200,000); in the data active means TR-FRET ratio above about 2000; further: inactives centre near 1500
# Efa HMGR inh – inhibitors of E. faecalis class II HMGR, primary screen, biochemical, Enterococcus faecalis | HMG-CoA reductase (Enterococcus faecalis, mvaE) | purified E. faecalis HMGR, NADPH absorbance 340 nm kinetic | inhibition, % at 10 µM | actives 0.41% (n = 190,000) | AID 1066, 2008;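 active means inhibition above a set limit, the median over all tested compounds plus 3 SD, cut at about 9.5% in these data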;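 further: enzyme runs in reverse so mevalonate oxidation gives rising NADPH absorbance; 0% = complete reaction with DMSO and 100% = background rate lacking mevalonate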
# ROMK primary – ROMK potassium channel modulators, primary screen, cell-based, thallium flux, MLSMR library; Tet-inducible ROMK, thallium flux fluorescence; actives lie on both sides; B-score at 10 µM; actives 2% (n = 130,000); AID 1918, 2009;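 active means signal ratio slope over the read window, or its plate-corrected B-score, at least 3 SD from the plate mean, either direction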;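 further: B-score of the F/F0 ratio slope over 7 to 12 s after thallium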
# Target sequence (P48048 whole entry, looked up): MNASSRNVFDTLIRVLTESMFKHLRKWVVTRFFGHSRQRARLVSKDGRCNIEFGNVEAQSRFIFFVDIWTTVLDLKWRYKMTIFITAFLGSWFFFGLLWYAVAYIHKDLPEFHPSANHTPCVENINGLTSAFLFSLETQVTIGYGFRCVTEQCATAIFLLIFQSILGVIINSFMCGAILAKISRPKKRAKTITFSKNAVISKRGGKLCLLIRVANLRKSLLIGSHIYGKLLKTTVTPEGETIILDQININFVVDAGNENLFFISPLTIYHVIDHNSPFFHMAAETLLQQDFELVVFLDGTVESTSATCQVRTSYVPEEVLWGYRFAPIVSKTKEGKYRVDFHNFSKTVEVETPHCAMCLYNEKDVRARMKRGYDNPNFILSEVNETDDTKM
# PPARg SRC2 recr – agonists of PPARg-SRC-2 recruitment, primary screen, biochemical, HTS | actives 0.34% (n = 200,000) | Peroxisome proliferator-activated receptor gamma (Homo sapiens), P37231 | activation, % at 8 µM | PPARgamma LBD-SRC-2 recruitment; in the data active means activation above about 22%;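 further: 0% = vehicle and 100% = reference agonist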
# PPARg SRC1 recr – PPARgamma agonists recruiting SRC-1 coactivator, primary screen, biochemical; Peroxisome proliferator-activated receptor gamma (Homo sapiens), P37231; activation, % at 8 µM; actives 0.41% (n = 200,000); PPARgamma-SRC-1 coactivator recruitment biochemical assay; in the data active means activation above about 19%;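 further: 0% = DMSO and 100% = reference agonist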
# RAM network inh – inhibitors of the yeast RAM network, primary screen, dse1pr::URA3 reporter, 5-FOA selection; S. cerevisiae dse1pr::URA3 reporter, 5-FOA growth OD615, 2 d; analog-sensitive cbk1-as2 kinase mutant strain; inhibition, % at 50 µM; actives 1.8% (n = 190,000);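 active means inhibition above a set limit, 3 SD over mean compound inhibition, cut at about 8.4% in these data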;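 further: 0% = DMSO-only wells with no growth and 100% = 10 µM 1-NA-PP1 full growth; inhibition rescues growth on 5-FOA so higher OD means more RAM inhibition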
# Starred values were filed as active, the others as inactive; · = not tested or not shown. No enrichment for hits; about 13% have a hit in one of these screens.
SMILES,PPARg SRC3 recr,S1P3 antagonist,bIAP inh,L major viab,DTT redox prof,SRC2 TRFRET art,Efa HMGR inh,ROMK primary,PPARg SRC2 recr,PPARg SRC1 recr,RAM network inh
COc1ccc(CCNS(=O)(=O)c2c(N)n(C)c(=O)n(C)c2=O)cc1OC,5,-9,4,0,-0.3,1738,-2,·,8,7,1.3
Cc1cc(NC(=O)CSc2nnc(C)n2-c2ccccc2C)no1,7,-8,-22,-7,-0.6,1646,4,0.28,14,10,2.7
CCOc1ccccc1-c1nc(CN(Cc2cnn(C)c2)C(C)C)c(C)o1,-1,-5,9,3,-0.6,1526,0,-0.64,5,9,1.2
Cn1c(C(=O)O)c(CC(=O)NCC2COc3ccccc3O2)c2ccccc21 (stereo not drawn),-1,-56,9,-12,1.0,1794,-2,-0.035,2,8,5.2
O=C(CSc1ccc2c(c1)OCCO2)NCCc1ccc(Cl)cc1Cl,1,-7,-2,4,0.0,1717,-6,·,0,8,8.4*
CCCCOC(=O)C1C2C=CC3(CN(CCc4ccccc4)C(=O)C13)O2 (stereo not drawn),-3,·,14,-4,0.1,1546,-10,·,8,-3,0.0
C/C(=N\OCC(=O)NCC(F)(F)F)c1cc2ccccc2o1,2,-10,-9,56*,·,1523,1,0.27,1,4,0.9
O=C(O)CC1SC(N/N=C/c2ccc(Br)cc2)NC1=O (stereo not drawn),-6,-19,-2,-3,-2.2,1517,4,-0.12,-1,-6,0.5
CC(C)CNC(C)C(=O)Nc1ccc(S(N)(=O)=O)cc1 (stereo not drawn),4,9,-17,-9,-2.2,1789,1,-0.43,9,8,-0.2
COc1ccc(-c2csc(NC(=O)c3ccccc3S(C)(=O)=O)n2)cc1,5,-6,-1,5,0.9,1499,-5,0.19,-5,14,1.8
COc1ccc(OC)c(NC(=O)CSc2nnc(-c3ccco3)n2-c2ccc(C(=O)O)cc2)c1,5,·,-6,0,5.4,1569,-2,0.72,2,11,0.7
COc1ccc(CCNC(=O)CS(=O)(=O)c2cn(CC(=O)N3CCCC3)c3ccccc23)cc1OC,-1,0,-7,-2,-0.8,1570,-1,0.058,5,-2,2.4
Cc1cccc(N2C(=O)c3cccc4c(N(C)CCO)ccc(c34)C2=O)c1,-2,-17,25,14,1.9,1442,-3,·,-6,4,4.1
CCn1c(C)c(C(C)=O)c(N2CCN(C(c3ccccc3)c3ccccc3)CC2)nc1=S,1,-10,-15,14,-0.1,1638,-2,-1.2,7,6,1.4
CC(C)c1ccc(CNc2c([N+](=O)[O-])c(=O)oc3ccccc23)cc1,7,-29,-29,19,-1.1,1865,-9,-0.2,9,6,4.6
O=c1oc2ccc(Cl)cc2cc1-c1nnc(Nc2cccc(C(F)(F)F)c2)s1,1,6,17,-9,1.1,1456,2,-0.071,-4,4,2.1
CC(=O)N1CCN(S(=O)(=O)c2ccccc2)C1c1ccccc1 (stereo not drawn),12,·,8,-2,3.2,1564,-4,·,-2,4,1.2
N#CC1=C(N)SC(N)=C(C#N)C1c1ccoc1,28*,-6,-10,-5,0.0,2095*,1,0.031,31*,21*,1.8
COc1ccc(NC(=O)c2ccc(C#CC(C)(C)O)cc2)cc1,-2,10,-2,-2,1.2,1634,2,·,-3,0,2.2
Cc1ccc2[nH]c3c(c2c1)CCN1C(=O)OC(C)(C)C31C (stereo not drawn),-1,17,-9,13,0.1,1490,0,-0.13,4,-6,0.4
O=c1c2c3c(sc2ncn1/N=C/c1ccc([N+](=O)[O-])o1)CCCC3,-4,·,5,96*,1.9,1512,-1,·,-6,8,1.4
CSCc1cc(N2CCOCC2)nc(SCc2ccc(Cl)cc2Cl)n1,-2,·,3,12,1.9,1492,-5,·,-7,-4,4.6
c1cc(-c2nnc3sc(C4CCCCC4)nn23)ccn1,-3,·,2,-3,-0.7,1366,4,0.38,1,-9,1.5
COc1ccccc1NS(=O)(=O)c1cc(NC(=O)Cn2cnc3c2c(=O)n(C)c(=O)n3C)ccc1C,-1,-5,5,-7,-0.2,1568,0,·,-3,-5,3.0
Cn1c(-c2sc3cc(C(F)(F)F)cnc3c2-c2ccccc2)n[nH]c1=S,50*,·,15,84*,0.3,2810*,0,-1.2,49*,36*,0.8
CCOc1cc(/C=N\NC(=O)OC(C)(C)C)ccc1OC(=O)c1ccco1,0,-6,-12,-5,0.3,1531,19*,0.094,0,-2,0.4
CN1CCc2c(sc3c2C(=O)NC(c2ccccc2)N3)C1 (stereo not drawn),2,-10,6,-2,-0.4,1597,-6,0.53,2,3,2.1
CC1(C)Cc2c(sc3c2c2ncnn2c2nnc(SCC(=O)NCc4ccco4)n32)CO1,-2,2,4,22,-1.0,1434,-1,·,2,0,3.2
O=C(/C=C/Nc1ccc(Br)cc1F)c1ccccc1,1,-10,12,49,0.5,1468,-1,0.32,6,-3,7.6
COCCOC(=O)c1c(C)oc2ccc(OCc3ccccc3)cc12,-1,-1,4,-5,0.3,1491,0,0.55,-1,-2,0.8
COCCCNC(=O)c1cc2c(=O)n3cc(C)ccc3nc2nc1NCC1CCCO1 (stereo not drawn),-6,-31,12,6,0.6,1550,4,·,1,2,1.5
COC(=O)c1cc(NC(=O)C2CC2)cc(C(=O)OC)c1,-6,0,2,22,0.1,1689,3,·,3,1,2.5
Cn1c(SCc2nn[nH]n2)nc2c1c(=O)n(Cc1ccccc1Cl)c(=O)n2C,-1,-6,4,-12,1.7,1417,2,·,-6,1,1.1
Cc1ccc(S(=O)(=O)CCC(=O)NCc2ccco2)cc1,-20,·,15,-4,-0.5,1451,-5,0.61,-6,0,1.2
Cc1ccc(CC2CC(=O)N(c3cc(C)on3)C2=O)cc1 (stereo not drawn),4,-30,3,-5,-0.6,1605,1,·,16,7,1.6
CCN(CC)S(=O)(=O)c1csc(C(=O)OCC(=O)c2ccccc2)c1,-11,·,12,1,1.1,1637,1,-0.055,17,6,2.6
CCCNC(=O)C(=O)N/N=C/c1cccs1,1,4,2,25,-0.3,1563,1,·,-4,0,2.2
O=C(c1ccc(CSc2ccccc2)cc1)N1CCN(c2ccccc2)CC1,5,-5,-1,6,-1.1,1551,0,-0.0097,5,6,7.1
COC(=O)c1ccccc1N1C(=O)[C@@H]2C(c3ccc(F)cc3)=NO[C@@H]2C1=O,-5,11,2,-2,1.8,1671,1,·,-3,9,-0.1
CC(OC(=O)CCc1nc2ccccc2c(=O)[nH]1)C(=O)c1ccc(C(C)(C)C)cc1 (stereo not drawn),-2,-9,-3,54*,6.3,1503,2,-0.4,0,-5,2.3
CC(=O)c1ccc2c(c1)Cc1cc(C(C)=O)ccc1-2,6,-1,·,-1,0.4,1555,2,·,-6,1,1.0
N#Cc1c(SCC(N)=O)nsc1SCc1ccc(Cl)cc1,2,·,20,0,2.1,1444,-2,-0.071,2,1,9.2*
Cc1sc2nc(SC(C)C)nc(N)c2c1C,9,9,8,-4,0.3,1580,0,-0.55,-4,1,3.8
CCOC(=O)C1C(c2ccccc2)N(C)OC1(O)C(F)(F)F (stereo not drawn),4,-17,-9,0,-0.2,1650,0,0.71,-6,1,0.6
CC(=O)N1N=C(c2ccccc2O)OC1(C)CC(=O)Nc1ccccc1 (stereo not drawn),-2,-8,9,60*,0.1,1342,-4,·,0,-4,-1.2
Nc1n[nH]c(-c2ccc([N+](=O)[O-])cc2[N+](=O)[O-])n1,-3,-20,5,1,-0.1,1535,7,·,-6,-6,-1.0
COc1ccc(S(=O)(=O)N2Cc3ccccc3CC2C(=O)N2CCOCC2)cc1 (stereo not drawn),3,-29,9,0,-0.5,1636,·,-0.65,-2,-3,·
CCC(=O)c1ccc(OCc2ccc(C(=O)OC)cc2)cc1,-1,0,0,-6,-0.4,1424,-4,0.15,2,-6,3.1
CCOc1ccc(N(Cc2cc3ccc(C)cc3[nH]c2=O)C(=O)COC)cc1,-1,-32,1,-5,-0.3,1424,-1,·,0,-1,0.2
CCOC(=O)C1=NN(c2ccccc2)C2=NC(C)=C(C(=O)OC)C(c3cccs3)N12 (stereo not drawn),6,·,·,2,0.5,1671,·,-0.68,8,4,·
COC(=O)C1=C(C)NC(=S)NC1c1sccc1C (stereo not drawn),1,-6,9,5,-0.4,1554,0,-0.3,7,-2,-0.5
Cc1nn(CC(=O)NCc2cccnc2)c(C)c1[N+](=O)[O-],-2,-1,-24,-7,-0.8,1473,-3,·,0,-4,0.3
CCCCc1nc(NCCO)c(C#N)c2c1CCCC2,2,-4,4,12,-0.3,1792,-2,-0.08,5,8,1.6
CC(=O)Nc1ccc(NC(=O)CSc2ccc(C)cc2)cc1,-7,·,14,-4,-0.1,1528,-5,-0.37,-10,-2,2.6
O=C(Nc1ccccc1Cl)c1cnccn1,1,-23,4,-4,-3.3,1606,-3,·,6,4,0.1
CC(C)CCNC(=O)CCCc1ccccc1,2,-33,-6,-3,-1.8,1722,-3,0.8,-6,2,2.1
CCOC(=O)N1CCC(Nc2c(NCCCN3CCN(CC)CC3)c(=O)c2=O)CC1,13,·,-14,-6,0.2,1593,-5,1.1,6,4,1.4
CSCCC(NC(C)=O)C(=O)OCC(=O)N(c1ccccc1)c1ccccc1 (stereo not drawn),-1,2,-8,-9,0.0,1624,-1,1.3,4,5,1.3
CC(=O)c1c(N2CCN(c3ccccn3)CC2)nc(=S)n(-c2ccccc2)c1C,4,0,-10,1,-1.7,1557,-2,0.11,2,0,0.4
Cc1sc2nc3c4ccccc4c(NCc4ccco4)nn3c(=O)c2c1C,7,-6,-7,9,1.1,1595,-1,·,-2,7,4.8

# Quoted at random: 2 entries already listed
SMILES,PPARg SRC3 recr,S1P3 antagonist,bIAP inh,L major viab,DTT redox prof,SRC2 TRFRET art,Efa HMGR inh,ROMK primary,PPARg SRC2 recr,PPARg SRC1 recr,RAM network inh
CC(=O)c1ccc2c(c1)Cc1cc(C(C)=O)ccc1-2,6,-1,·,-1,0.4,1555,2,·,-6,1,1.0
CC(=O)c1c(N2CCN(c3ccccn3)CC2)nc(=S)n(-c2ccccc2)c1C,4,0,-10,1,-1.7,1557,-2,0.11,2,0,0.4
